# CHT inh: human CHT choline transport inhibition. 0.86% of 310,000 active. CHT-expressing cells, membrane potential dye, choline response; hits give low values. B-score at 10 µM;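 active means B-score over 3 SD under the library average, and starting fluorescence ratio not unusually high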;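 further: choline stimulus applied at its EC90 after an EC20 pre-addition; B-score computed on integrated fluorescence ratio after choline addition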
# Target sequence (Q9GZV3 whole entry, looked up): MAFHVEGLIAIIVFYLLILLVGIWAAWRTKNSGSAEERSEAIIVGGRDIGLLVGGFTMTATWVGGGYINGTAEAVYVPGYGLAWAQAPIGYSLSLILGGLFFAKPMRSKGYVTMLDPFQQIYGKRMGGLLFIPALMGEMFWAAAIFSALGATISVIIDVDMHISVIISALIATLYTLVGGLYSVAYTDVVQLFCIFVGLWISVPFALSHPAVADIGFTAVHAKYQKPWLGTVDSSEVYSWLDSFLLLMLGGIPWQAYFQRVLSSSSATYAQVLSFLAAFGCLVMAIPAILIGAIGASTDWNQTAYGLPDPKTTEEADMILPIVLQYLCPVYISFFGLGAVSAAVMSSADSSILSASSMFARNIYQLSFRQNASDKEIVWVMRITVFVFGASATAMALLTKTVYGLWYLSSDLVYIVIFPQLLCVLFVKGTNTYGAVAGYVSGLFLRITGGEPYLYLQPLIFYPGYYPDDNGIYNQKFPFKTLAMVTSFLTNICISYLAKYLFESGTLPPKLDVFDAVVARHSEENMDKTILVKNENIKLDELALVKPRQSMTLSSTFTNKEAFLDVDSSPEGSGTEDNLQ
# CHT allo act: allosteric activators of human choline transporter CHT; B-score at 10 µM; 0.49% of 310,000 active; Q9GZV3; CHT-expressing cells, membrane potential dye, choline EC20; hits give high values; LV-AA mutant CHT in HEK293 cells; AID 488977;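 active means initial fluorescence not abnormally high and integrated response B-score, plate-corrected, over 3 SD above library mean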
# Calls only; i = inactive.
[1] COc1ccc(Cn2c(O)c(/C=N/NC(=O)c3ccncc3)c(=O)[nH]c2=O)cc1
[2] CC(=O)c1cc(C(C)=O)c(C)[n+](C)c1C
[3] N#Cc1ccc(NC(=O)CCNC(=O)c2ccco2)cc1Cl
[4] CC(=O)Nc1ccc(OCCF)cc1
[5] O=C1C2CCCN2C(c2cccnc2)N1c1cccc(Cl)c1 (stereo not drawn)
[6] O=c1[nH]c(=O)n(Cc2ccc(F)cc2)c(O)c1C=NCCCO
[7] COc1cccc(/C=C2\N=C(c3cncc(Br)c3)OC2=O)c1
[8] CCc1ccc(N2C(=O)NC(=O)/C(=C\c3cc(C)n(-c4cc(C(=O)O)cc(C(=O)O)c4)c3C)C2=O)cc1
assay / entry	1	2	3	4	5	6	7	8
CHT inh	i	i	i	i	i	i	i	i
CHT allo act	i	i	i	i	i	i	i	i

[9] O=P(C(Cl)Cl)(N1CCOCC1)N1CCOCC1
[10] CC(=O)Nc1ccc(OC(=O)N(C)c2ccccc2)cc1
[11] Cc1ccc(CN2CCN(Cc3ccccc3F)CC2)cc1
[12] C=CCn1c(O)c(/C(CC)=N/NC(=S)Nc2ccccc2)c(=O)[nH]c1=O
[13] CC(Cc1ccccc1)/[N+]([O-])=C\c1ccc(C(F)(F)F)cc1 (stereo not drawn)
[14] CCCCS(=O)(=O)N1CCN(C(=N)N[N+](=O)[O-])CC1
[15] CCCCN1CCC(O)(c2ccccc2)C(C(=O)c2ccccc2)C1 (stereo not drawn)
[16] COc1cccc(-c2cc(C(F)(F)F)n3nc(C(=O)N4CCC5(CC4)OCCO5)cc3n2)c1
assay / entry	9	10	11	12	13	14	15	16
CHT inh	i	i	i	i	i	i	i	i
CHT allo act	i	i	i	i	i	i	i	i

[17] O=C(N/N=C/c1c(O)n(Cc2ccccc2)c(=O)[nH]c1=O)c1ccccc1O
[18] O=C1NC(=O)N(C2CCCCC2)C(=O)C1C1c2ccccc2C(=O)N1Cc1ccccc1 (stereo not drawn)
[19] O=c1[nH]c(=O)n(Cc2ccc(F)cc2)c(O)c1C=NCCCn1ccnc1
[20] CS(=O)(=O)Nc1ccc(Cc2noc(-c3ccc4[nH]cc(CCN)c4c3)n2)cc1
[21] COc1ccc(CCn2c(O)c(C=NC3CC3)c(=O)[nH]c2=O)cc1OC
[22] CCN1CCC2(CCNC2)C1 (stereo not drawn)
[23] Cc1ccc(N2C(=O)/C(=C/c3ccc(CN(CCC#N)S(C)(=O)=O)o3)C(=O)NC2=S)cc1
[24] Cc1ccc2c(c1)N(C(C)C(=O)N1CCC3(CC1)OCCO3)C(=O)CO2 (stereo not drawn)
assay / entry	17	18	19	20	21	22	23	24
CHT inh	i	i	i	i	i	i	i	i
CHT allo act	i	i	i	i	i	i	i	i

# Ordered by count of non-hydrogen atoms (falling): 16 of the compounds above
[8] CCc1ccc(N2C(=O)NC(=O)/C(=C\c3cc(C)n(-c4cc(C(=O)O)cc(C(=O)O)c4)c3C)C2=O)cc1
[16] COc1cccc(-c2cc(C(F)(F)F)n3nc(C(=O)N4CCC5(CC4)OCCO5)cc3n2)c1
[23] Cc1ccc(N2C(=O)/C(=C/c3ccc(CN(CCC#N)S(C)(=O)=O)o3)C(=O)NC2=S)cc1
[1] COc1ccc(Cn2c(O)c(/C=N/NC(=O)c3ccncc3)c(=O)[nH]c2=O)cc1
[17] O=C(N/N=C/c1c(O)n(Cc2ccccc2)c(=O)[nH]c1=O)c1ccccc1O
[19] O=c1[nH]c(=O)n(Cc2ccc(F)cc2)c(O)c1C=NCCCn1ccnc1
[12] C=CCn1c(O)c(/C(CC)=N/NC(=S)Nc2ccccc2)c(=O)[nH]c1=O
[15] CCCCN1CCC(O)(c2ccccc2)C(C(=O)c2ccccc2)C1 (stereo not drawn)
[6] O=c1[nH]c(=O)n(Cc2ccc(F)cc2)c(O)c1C=NCCCO
[7] COc1cccc(/C=C2\N=C(c3cncc(Br)c3)OC2=O)c1
assay / entry	8	16	23	1	17	19	12	15	6	7
CHT inh	i	i	i	i	i	i	i	i	i	i
CHT allo act	i	i	i	i	i	i	i	i	i	i

[10] CC(=O)Nc1ccc(OC(=O)N(C)c2ccccc2)cc1
[14] CCCCS(=O)(=O)N1CCN(C(=N)N[N+](=O)[O-])CC1
[9] O=P(C(Cl)Cl)(N1CCOCC1)N1CCOCC1
[2] CC(=O)c1cc(C(C)=O)c(C)[n+](C)c1C
[4] CC(=O)Nc1ccc(OCCF)cc1
[22] CCN1CCC2(CCNC2)C1 (stereo not drawn)
assay / entry	10	14	9	2	4	22
CHT inh	i	i	i	i	i	i
CHT allo act	i	i	i	i	i	i

# (more compounds)
[25] CN1CCCC(C(=O)c2ccc(-c3ccccc3)cc2)C1 (stereo not drawn)
[26] CCCCn1c(N)c(N(CCOC)C(=O)CN2CC=C(c3ccccc3)CC2)c(=O)[nH]c1=O
[27] CCNC(=O)[C@H]1O[C@@H](n2cnc3c(N)ncnc32)[C@H](O)[C@@H]1O
[28] Cc1cc(=O)oc2cc(OCC(=O)N3C[C@H]4C[C@@H](C3)c3cccc(=O)n3C4)ccc12
[29] O=C(c1cc2c(s1)CCCC2)N1CCC2(CC1)OCCO2
[30] NS(=O)(=O)c1cccc(N2CCNCC2)c1
[31] COc1ccc(/C=C2\C(=O)NC(=O)N(Cc3ccccc3)C2=O)c(OC)c1OC
[32] C#C[C@]1(O)CC[C@H]2[C@@H]3CCC4=CC(=O)CC[C@]4(C)[C@H]3CC[C@@]21C
assay / entry	25	26	27	28	29	30	31	32
CHT inh	i	i	i	i	i	i	i	i
CHT allo act	i	i	i	i	i	i	i	i

[33] Cn1c(O)c(C(=Nc2ccccc2)SCc2ccc(Cl)cc2)c(=O)n(C)c1=O
[34] O=P(O)(O)COc1ccccc1O
[35] CC(=O)c1c(C)n(Cc2ccccc2Cl)c2ccc(O)cc12
[36] Brc1ccccc1CNCCc1ccc2c(c1)OCO2
[37] Cc1ccccc1CN1CCN(C(=O)Cc2ccccc2)CC1
[38] CC(C)NS(=O)(=O)c1ccc(OCC(=O)N2CCN(C)CC2)cc1
[39] Cc1cccc(-n2c(C)nc3ccccc3c2=O)n1
[40] CC(C)Oc1ccc(C2(C#N)CC[N+](C)(C)CC2)cc1
assay / entry	33	34	35	36	37	38	39	40
CHT inh	i	i	i	i	i	i	i	i
CHT allo act	i	i	i	i	i	i	i	i

[41] NCC1(CC(=O)O)CCCCC1
[42] Cc1cc(C)nc(N2Cc3ccccc3C2=N)n1
[43] C=COCCn1c(C)c(C(C)=O)c2cc(O)ccc21
[44] O=C(c1cccc(Cl)c1)C1CCCN(Cc2cccc3cnccc23)C1 (stereo not drawn)
[45] COc1ccc(C)cc1NC1=NC(C)(C)CS1
[46] COP(=O)(C#Cc1ccccc1)C(O)c1ccc(Br)cc1 (stereo not drawn)
[47] O=c1[nH]c(=S)n(-c2ccc(F)cc2)c(O)c1/C=N/N1CCOCC1
[48] O=c1c2ccccc2nc(-c2ccccc2)n1-c1cccc(O)c1
assay / entry	41	42	43	44	45	46	47	48
CHT inh	i	i	i	i	i	i	i	i
CHT allo act	i	i	i	i	i	i	i	i

[49] O=C(COc1ccc(Cl)cc1)NCCc1cnc[nH]1
[50] O=C(N/N=C/c1c(O)n(C2CCCCC2)c(=S)[nH]c1=O)c1ccccc1
[51] O=C(Cn1ncn2c(cc3cc(F)ccc32)c1=O)N1CCC2(CC1)OCCO2
[52] COc1cc(/C=C2\C(=O)NC(=O)N(c3ccccc3)C2=O)cc(OC)c1O
[53] CC(Cc1ccccc1)NC(=O)NC(C)Cc1ccccc1 (stereo not drawn)
[54] NCCc1ccc(S(=O)(=O)F)cc1
[55] COc1cc(C2SCC(=O)Nc3c2c(C)nn3-c2ccccc2)cc(OC)c1OC (stereo not drawn)
[56] Cn1c(C(=O)O)c(CC(=O)N2CCN(Cc3ccccc3)CC2)c2ccccc21
assay / entry	49	50	51	52	53	54	55	56
CHT inh	i	i	i	i	i	i	i	i
CHT allo act	i	i	i	i	i	i	i	i

[57] OCC#CC[N+]1(CC#Cc2ccccc2)CCOCC1
[58] CCc1ccccc1NC(=O)N1C[C@H]2C[C@@H](C1)c1cccc(=O)n1C2
[59] C[C@H]1CCCC(=O)CCC/C=C/c2cc(O)cc(O)c2C(=O)O1
[60] O=c1[nH]c(=O)n(CCC2=CCCCC2)c(O)c1C=Nc1cccc(F)c1
[61] CCN1C(=O)C(=C/C=C/c2ccco2)C(=O)N(CC)C1=S
[62] Cc1cccn2c(=O)c3c(nc12)N1CCc2ccccc2C1C1(C3)C(=O)NC(=O)N(C)C1=O (stereo not drawn)
[63] Cc1nc2cc(C(F)(F)F)ccc2n1C1CCN(Cc2nnnn2Cc2cccs2)CC1
[64] COC(=O)c1ccc(CN2CCN(Cc3ccccc3)CC2)cc1
assay / entry	57	58	59	60	61	62	63	64
CHT inh	i	i	i	i	i	i	i	i
CHT allo act	i	i	i	i	i	i	i	i

[65] O=C(COc1ccccc1)N1CCN(Cc2c[nH]c3ccccc23)CC1
[66] Nc1ncc2[nH]cnc2n1
[67] CN(C)C(=O)Oc1ccc2oc(=O)cc(-c3cc4ccccc4o3)c2c1
[68] CC(NS(C)(=O)=O)c1nnc2n1-c1ccc(Br)cc1C(c1ccccc1Cl)=NC2 (stereo not drawn)
[69] Cc1ccc(C(=O)O)cc1N=Nc1c(O)[nH]c(=O)[nH]c1=O
[70] C=C1C(=O)O[C@@H]2C[C@@H](C)[C@@H]3C=CC(=O)[C@@]3(C)[C@@H](O)[C@H]12
[71] O=c1[nH]c(=O)n(C2CCCCC2)c(O)c1C1NCCc2ccccc21 (stereo not drawn)
[72] COc1ccc(CCNCc2ccccn2)cc1OC
assay / entry	65	66	67	68	69	70	71	72
CHT inh	i	i	i	i	i	i	i	i
CHT allo act	i	i	i	i	i	i	i	i

# Sorted by length of the SMILES (high to low): 3 of the compounds above
[68] CC(NS(C)(=O)=O)c1nnc2n1-c1ccc(Br)cc1C(c1ccccc1Cl)=NC2 (stereo not drawn)
[71] O=c1[nH]c(=O)n(C2CCCCC2)c(O)c1C1NCCc2ccccc21 (stereo not drawn)
[69] Cc1ccc(C(=O)O)cc1N=Nc1c(O)[nH]c(=O)[nH]c1=O
assay / entry	68	71	69
CHT inh	i	i	i
CHT allo act	i	i	i

# Further structures.
[73] S=C1Nc2ccccc2Sc2ccccc21
[74] CCOC(C(=O)OCCC[N+](C)(CC)CC)(c1ccccc1)c1ccccc1
[75] CN(C(=O)Oc1ccc(C(C)(C)C)cc1)c1ccccc1
[76] S=C=Nc1ccccn1
[77] COc1ccc(CN2CCN(c3ccccc3)CC2)c(C)c1C
[78] Cc1ccc(-n2c(C)cc(/C=C3/C(=O)NC(=O)N(Cc4ccco4)C3=O)c2C)cc1
[79] CC(C)COc1ccc(Cc2c(O)[nH]c(=S)[nH]c2=O)cc1
[80] Cc1cc(/C=C2\C(=O)NC(=O)N(c3cccc(F)c3)C2=O)c(C)n1-c1ccc(C(=O)O)c(Cl)c1
assay / entry	73	74	75	76	77	78	79	80
CHT inh	i	i	i	i	i	i	i	i
CHT allo act	i	i	i	i	i	i	i	i

[81] Clc1ccc(-c2nc3ccc(Cl)cn3c2CN2CCOCC2)cc1
[82] Fc1ccc(N2CCN(Cc3cc4c(cc3Br)OCO4)CC2)cc1
[83] COc1ccc(C)cc1NC1=NCCCS1
[84] O=C(Nc1ccc(F)cc1F)c1cccn(Cc2ccccc2)c1=O
[85] CC(Cc1ccccc1)N1C(=O)c2ccccc2C1=O (stereo not drawn)
[86] O=c1c2ccccc2nc(CNCc2ccco2)n1-c1ccc(F)cc1
assay / entry	81	82	83	84	85	86
CHT inh	i	i	i	i	i	i
CHT allo act	i	i	i	i	i	i

# The list is partial, so the mix of outcomes need not match the whole.
